# BioA inh – blocks M. tuberculosis BioA enzyme activity; 360,000 compounds, 0.096% hits; inhibition, % at 9.99 µM; purified M. tuberculosis BioA enzyme, plate reader; AID 602481; in the data active = inhibition above about 40%; inconclusive = no clear call, values can overlap the other calls
# FBA Mtb inh – inhibitors of M. tuberculosis fructose-bisphosphate aldolase. P9WQA3. purified M. tuberculosis FBA, fluorescence read-out. inhibition, % at 1 µM. 360,000 compounds, 2.3% hits; in the data active = inhibition above about 27%;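 also: 0% = vehicle and 100% = reference inhibitor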
# Target sequence (P9WQA3 whole entry, looked up): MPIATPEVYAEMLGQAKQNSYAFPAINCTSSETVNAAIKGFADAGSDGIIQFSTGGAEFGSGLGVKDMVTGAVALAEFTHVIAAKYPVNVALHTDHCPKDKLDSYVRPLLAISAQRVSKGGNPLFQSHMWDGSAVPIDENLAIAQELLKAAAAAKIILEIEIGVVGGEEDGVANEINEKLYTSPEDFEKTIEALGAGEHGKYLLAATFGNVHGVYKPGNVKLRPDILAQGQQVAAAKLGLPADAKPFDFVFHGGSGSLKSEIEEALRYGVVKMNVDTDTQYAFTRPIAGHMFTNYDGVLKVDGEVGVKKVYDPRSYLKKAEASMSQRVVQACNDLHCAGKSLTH
# PrPC TRFRET – reduces human prion protein on the cell surface. P04156. cell surface PrPC, TR-FRET read-out. inhibition, % at 13.8 µM. 370,000 compounds, 0.43% hits; in the data active = inhibition above about 24%; also: 0% = median of the test wells and 100% = reference compound wells
# UGM FP inh – Mtb UDP-galactopyranose mutase inhibition; purified UGM, fluorescence polarization probe displacement; inhibition, % at 10 µM; 320,000 compounds, 0.06% hits; AID 504406; P9WIQ1; in the data active = inhibition above about 10%, passing the limit was not always enough; inconclusive = no clear call, values can overlap the other calls
# Target sequence (P9WIQ1 whole entry, looked up): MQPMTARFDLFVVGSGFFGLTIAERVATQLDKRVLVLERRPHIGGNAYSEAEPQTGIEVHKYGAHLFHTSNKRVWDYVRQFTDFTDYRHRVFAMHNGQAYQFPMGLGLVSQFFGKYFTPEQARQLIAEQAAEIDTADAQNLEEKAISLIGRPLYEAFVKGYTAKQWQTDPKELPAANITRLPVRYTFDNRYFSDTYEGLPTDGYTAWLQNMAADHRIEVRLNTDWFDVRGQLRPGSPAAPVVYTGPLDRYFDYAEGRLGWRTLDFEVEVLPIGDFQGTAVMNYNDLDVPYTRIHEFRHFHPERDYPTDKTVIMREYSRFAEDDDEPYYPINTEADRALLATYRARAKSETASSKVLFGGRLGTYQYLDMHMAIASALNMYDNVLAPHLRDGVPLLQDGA
# CCHFV vOTU inh – CCHFV vOTU protease inhibition; 370,000 compounds, 0.55% hits; inhibition, % at 11.5 µM; Pep-AMC fluorescence; also: 0% = vehicle wells with enzyme and 100% = no enzyme wells
# BoNT-A LC inh2 – inhibitors of Botulinum neurotoxin A light chain protease; multiplex microsphere protease substrate cleavage, flow cytometry; inhibition, % at 10 µM; 360,000 compounds, 0.17% hits; AID 588499; in the data active = inhibition above about 30%; inconclusive = no clear call, values can overlap the other calls; also: plate controls were buffer without enzyme for full effect and enzyme alone for no effect
# GDH-TPI inh – GDH-TPI coupled enzyme inhibition counter-screen; GDH-TPI coupled enzyme counterscreen, NADH absorbance; 360,000 compounds, 1.2% hits; inhibition, % at 4.8 µM;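 also: 0% = DMSO wells and 100% = wells lacking the enzyme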
# FadD28 FP inh – inhibitors of Mycobacterium tuberculosis FadD28 bisubstrate binding. AID 588549. inhibition, % at 12.5 µM. FadD28 bisubstrate probe binding, fluorescence polarization. 360,000 compounds, 0.22% hits; in the data active = inhibition above about 8.5%, passing the limit was not always enough; inconclusive = no clear call, values can overlap the other calls
# BoNT F protease – inhibitors of Botulinum neurotoxin F light chain protease; inhibition, % at 10 µM; Multiplex microsphere protease cleavage assay, flow cytometry; AID 588497; 360,000 compounds, 0.22% hits; in the data active = inhibition above about 35%, passing the limit was not always enough; inconclusive = no clear call, values can overlap the other calls; also: plate controls were buffer without enzyme for full effect and enzyme alone for no effect
# * = called active by the depositor; ? = inconclusive; · = no result given. Rule as the data show it, unless noted: active = inhibition above about 30%; inactive = the rest.
No.	canonical_smiles	BioA inh	FBA Mtb inh	PrPC TRFRET	UGM FP inh	CCHFV vOTU inh
1	O=C(Nc1ncc(C(F)(F)F)cc1Cl)C1COc2ccccc2O1 (stereo not drawn)	-1.3	1	-1	-1.3	5
2	O=c1c(-c2ccccc2Cl)coc2c(CN3CCCCC3)c(O)ccc12	2.4	80*	0	2.6	-123
3	COc1ccc(S(=O)(=O)NCc2cc(-c3ccccc3Cl)no2)cc1	·	5	-3	-1.1	-15
4	COc1cccc(CNC(=O)Cc2ccc(S(=O)(=O)N3CCOCC3)s2)c1	-1.8	2	-1	-1.0	1
5	CCN(CCn1cccn1)C(=O)CC1C(=O)NCCN1Cc1ccc(F)c(F)c1 (stereo not drawn)	·	4	0	5.5	20
6	CCc1ccc(N2CC(C(=O)N/N=C/c3ccccc3)CC2=O)cc1 (stereo not drawn)	-0.1	2	8	-0.3	-3
7	O=C(Cc1ccc(S(=O)(=O)N2CCOCC2)s1)N1CCN(S(=O)(=O)c2cccc(Cl)c2)CC1	0.9	3	-5	5.5	7
8	Cc1ccc(C(=O)Nc2ccc3nc(C)sc3c2)o1	0.2	-1	-3	·	-3

No.	BoNT-A LC inh2	GDH-TPI inh	FadD28 FP inh	BoNT F protease
1	-0.5	0	-1.1	-8
2	-1.8	13	0.6	-8
3	0.0	12	-1.7	0
4	0.2	1	-0.6	-2
5	-1.8	11	-1.5	-3
6	-0.3	-7	-2.3	-3
7	0.5	4	0.1	-8
8	0.8	10	-0.8	-1

# (list continues)
No.	canonical_smiles	BioA inh	FBA Mtb inh	PrPC TRFRET	UGM FP inh	CCHFV vOTU inh
9	CCOC(=O)C1(Cc2cccc(Cl)c2)CCCN(C(=O)c2cc(CC)on2)C1 (stereo not drawn)	1.4	2	3	1.6	7
10	COc1ccccc1C(=O)NCC(=O)N1CCN(S(=O)(=O)c2ccccc2C(F)(F)F)CC1	-1.5	-2	6	4.0	13
11	Cc1ccc(NC(=O)COc2ccc(/C=N/NC(=O)CSCc3ccccc3)cc2)cc1	-1.0	2	3	-6.5	-2
12	Cc1c(C(=O)NC2=NCCS2)oc2ccccc12	0.4	-4	-10	2.0	16
13	CCOc1ccc(C2SCC(=O)Nc3c2c(=O)[nH]n3C2CCCCCC2)cc1 (stereo not drawn)	0.3	0	51*	0.7	2
14	OCC[C@H]1C[C@@H](O)[C@H](O)[C@@]2(CCCO2)O1	-0.5	3	1	-1.3	-6
15	O=C(N/N=C/c1cc2cc3c(cc2nc1Cl)OCO3)c1ccncc1	·	-1	3	3.0	-8
16	Cc1c(C(=O)N2CCCC2)nnn1-c1nonc1N	1.3	0	-3	1.5	-18

No.	BoNT-A LC inh2	GDH-TPI inh	FadD28 FP inh	BoNT F protease
9	-2.4	-8	-3.9	-20
10	-0.1	-9	-1.6	-2
11	-0.5	7	-0.4	-1
12	-1.3	3	-5.4	-12
13	?	11	0.1	-8
14	0.2	11	-0.9	-5
15	0.4	69*	-0.9	?
16	0.4	-3	-4.8	-5

# Further structures follow.
No.	canonical_smiles	BioA inh	FBA Mtb inh	PrPC TRFRET	UGM FP inh	CCHFV vOTU inh
17	O=C(CCN1CCc2ccccc2C1)c1ccc2c(c1)OCCO2	2.0	3	·	-1.7	·
18	COc1ccc(Cl)cc1NC(=O)CN(C)C(=O)c1cc2ccccc2cc1OC	1.6	0	8	-2.0	16
19	Cc1cc(-c2nnc(CCC(=O)N(CC3CCC3)CC3CCCO3)o2)no1 (stereo not drawn)	-0.8	-1	3	3.3	-8
20	COc1ccc(OC)c(Nc2ccc(Nc3cc(OC)ccc3OC)nn2)c1	-0.1	2	5	4.0	7
21	COc1cc(C2c3cc4c(cc3OC(NCCc3ccccc3)C2C)OCO4)cc(OC)c1OC (stereo not drawn)	·	0	15	·	-3
22	COc1ccc(/C(O)=C2/C(=O)C(=O)N(c3ccccn3)C2c2ccc(OC)c(OC)c2)cc1 (stereo not drawn)	·	1	-3	-3.5	-12
23	COC(=O)C1=C(C(=O)OC)[C@@H]2N(C)c3ccccc3[C@@]23C[C@@H](C(=O)OC)N(C(=O)COCc2ccccc2)C3=N1	-0.4	3	·	-3.0	·
24	COc1ccc(-c2ccc3c(c2)S(=O)(=O)c2cccc(C(=O)N4CCN(c5ccccn5)CC4)c2C3=O)cc1OC	-2.9	0	-34	·	2

No.	BoNT-A LC inh2	GDH-TPI inh	FadD28 FP inh	BoNT F protease
17	-1.1	5	0.9	-5
18	·	0	-1.3	·
19	-1.4	9	-0.6	0
20	-1.5	21	-2.0	-20
21	0.1	2	-0.1	1
22	-0.7	11	-2.3	-5
23	-0.5	18	-1.4	-6
24	0.6	9	-2.7	0

# Further results follow.
No.	canonical_smiles	BioA inh	FBA Mtb inh	PrPC TRFRET	UGM FP inh	CCHFV vOTU inh
25	O=C(CS(=O)(=O)c1ccc(Cl)cc1)Nc1nccs1	-1.2	-2	1	·	3
26	CC(=O)c1cnc(-c2ccccn2)s1	·	2	1	1.6	17
27	C=CCn1c(Cc2cccs2)nnc1SCC(=O)NCc1ccco1	-0.4	-1	-6	-1.0	-4
28	COc1ccc(C2NC(=S)NC3=C2CCc2ccccc23)cc1OC (stereo not drawn)	6.2	2	7	-2.7	20
29	CC(=O)Nc1ccc(/C=C/c2nc(-c3ccccc3O)n[nH]2)cc1	0.9	2	-8	1.4	14
30	O=C(Cc1nc2ccccc2[nH]1)c1ccc(Cl)cc1	1.4	0	2	5.7	3
31	CN1OC[C@@H]2CN(C(=O)c3cccnc3)[C@H](c3ccc(N4CCCCC4)cc3)C[C@@H]21	-2.5	1	-7	·	0
32	OCCN(Cc1ccccc1)Cc1ccccc1Cl	1.1	1	5	-1.2	-1

No.	BoNT-A LC inh2	GDH-TPI inh	FadD28 FP inh	BoNT F protease
25	-0.1	0	-3.3	3
26	-0.1	5	-0.2	-5
27	0.4	2	-1.8	-5
28	-0.6	8	-1.6	-4
29	-4.7	28	-0.5	12
30	0.1	7	-1.5	10
31	0.4	·	-1.8	-7
32	?	5	-3.9	-1

# More structures follow.
No.	canonical_smiles	BioA inh	FBA Mtb inh	PrPC TRFRET	UGM FP inh	CCHFV vOTU inh
33	Clc1ccc(Sc2ccccn2)cc1	-1.2	1	-4	-2.3	0
34	Cc1c(C)n(Cc2ccccc2)c2ncnc(N)c12	0.0	-3	3	-3.0	-9
35	COc1ccc(-c2noc(CN3CCCC(OCc4ccccn4)C3)n2)cc1 (stereo not drawn)	0.6	0	-2	·	5
36	O=C(CNCc1ccccc1Cl)NCc1ccco1	·	1	8	2.6	-8
37	O=C(CN1C(=O)C(=O)N(C2CCCC2)C1=O)NCCc1ccc(F)cc1	-3.2	-1	-7	-1.0	-6
38	O=C(Nc1ccc2c(c1)OCCO2)C(=S)NCc1ccccc1	·	3	-20	0.3	-4
39	COc1cc(OC)cc(C(=O)Nc2nnc(SCC(=O)NCC3CCCO3)s2)c1 (stereo not drawn)	0.9	1	-2	6.0	13
40	Cc1ccc([C@H]2N[C@]3(CCCN(Cc4cccn4C)C3=O)[C@H]3C(=O)N(C)C(=O)[C@@H]23)cc1	-3.5	1	-6	·	6

No.	BoNT-A LC inh2	GDH-TPI inh	FadD28 FP inh	BoNT F protease
33	-0.5	-10	0.1	-13
34	0.3	-1	-1.0	-6
35	-1.3	-2	-4.4	-4
36	-0.7	9	-3.6	-1
37	-0.4	4	-0.7	-4
38	0.2	-1	0.3	2
39	-1.4	20	-0.7	-5
40	0.3	5	-1.7	-1

# (cont.)
No.	canonical_smiles	BioA inh	FBA Mtb inh	PrPC TRFRET	UGM FP inh	CCHFV vOTU inh
41	COc1ccccc1NS(=O)(=O)c1ccc(NC(=O)Cc2cccs2)cc1	-0.8	-1	-2	1.2	-6
42	CCOC(=O)C1=CN(Cc2cccc(F)c2)S(=O)(=O)N(CC)C1CCc1ccccc1 (stereo not drawn)	-1.0	-3	7	·	11
43	CCOc1ccccc1CN1CCC(n2nccc2NC(=O)C2CCCC2)CC1	-0.8	-1	-5	-0.7	1
44	CCOC(=O)N1CCN(C(=O)COC(=O)c2ccc(Cl)nc2)CC1	-2.1	3	4	-0.9	-11
45	Cc1cc(C)cc(OC(=O)C23CCC(C)(C(=O)O2)C3(C)C)c1 (stereo not drawn)	-0.2	6	5	-0.9	19
46	Cc1cccc(Oc2c([N+](=O)[O-])c(=O)n(C)c3ccccc23)c1	0.8	6	0	5.4	9
47	Cc1cccc(Nc2nc(NCCO)nc(N3CCCC3)n2)c1	3.1	3	2	0.0	4
48	COc1ccc(C(=O)O/N=C(\C)c2cnccn2)cc1	·	1	8	0.8	-3

No.	BoNT-A LC inh2	GDH-TPI inh	FadD28 FP inh	BoNT F protease
41	1.0	5	-3.1	-4
42	0.1	5	-0.4	-2
43	-0.6	-1	-2.0	2
44	-0.1	6	·	0
45	0.5	13	-3.2	1
46	0.2	7	1.6	-2
47	-0.1	9	0.3	-13
48	-0.2	17	-1.9	-5

# Carrying on.
No.	canonical_smiles	BioA inh	FBA Mtb inh	PrPC TRFRET	UGM FP inh	CCHFV vOTU inh
49	CC(=O)N(c1ccc2oc(=O)sc2c1)S(=O)(=O)c1ccccc1	·	-2	-2	-0.1	6
50	COc1ccc(Cc2nnc(NC(=O)Nc3ccc(F)cc3)s2)cc1OC	·	-2	3	1.5	-9
51	Cc1cc(-c2nnc(CCC(=O)N3CCN(Cc4cccnc4)CC3)o2)c(C)o1	-0.5	3	16	0.7	-8
52	O=C(NCCCc1ccccc1)c1cccc([N+](=O)[O-])c1	·	1	-24	-1.3	-8
53	O=C(c1ccco1)N1N=C(c2ccccc2O)CC1c1cccs1 (stereo not drawn)	1.1	-4	-1	·	5
54	Cc1cc(C)nc(NC(=O)c2ccc(Cl)c(Cl)c2)n1	0.3	6	-5	1.6	12
55	COC(=O)CSc1nnc(SCc2ccccc2)s1	·	0	-1	-0.7	-12
56	COc1cccc(/C=C2/SC(=S)N(CCC(=O)N3CCOCC3)C2=O)c1	-0.5	3	3	-3.3	13
57	C/C(=N\NC(=O)c1c(Cl)c(C)nn1C)c1cccc(NC(=O)C2CCCC2)c1	15	2	-5	0.9	20

No.	BoNT-A LC inh2	GDH-TPI inh	FadD28 FP inh	BoNT F protease
49	0.5	6	-3.3	-5
50	-2.1	-3	-0.6	-18
51	0.0	6	-0.7	1
52	-3.1	15	-2.2	-17
53	-0.5	20	-5.8	-7
54	0.1	2	-0.6	0
55	-0.4	4	-1.5	-6
56	-2.5	-4	-0.7	-13
57	1.0	-2	-5.0	-1

# Filtered by structure: the entries above containing two or more sulfur atoms (9)
No.	canonical_smiles	BioA inh	FBA Mtb inh	PrPC TRFRET	UGM FP inh	CCHFV vOTU inh
4	COc1cccc(CNC(=O)Cc2ccc(S(=O)(=O)N3CCOCC3)s2)c1	-1.8	2	-1	-1.0	1
7	O=C(Cc1ccc(S(=O)(=O)N2CCOCC2)s1)N1CCN(S(=O)(=O)c2cccc(Cl)c2)CC1	0.9	3	-5	5.5	7
25	O=C(CS(=O)(=O)c1ccc(Cl)cc1)Nc1nccs1	-1.2	-2	1	·	3
27	C=CCn1c(Cc2cccs2)nnc1SCC(=O)NCc1ccco1	-0.4	-1	-6	-1.0	-4
39	COc1cc(OC)cc(C(=O)Nc2nnc(SCC(=O)NCC3CCCO3)s2)c1 (stereo not drawn)	0.9	1	-2	6.0	13
41	COc1ccccc1NS(=O)(=O)c1ccc(NC(=O)Cc2cccs2)cc1	-0.8	-1	-2	1.2	-6
49	CC(=O)N(c1ccc2oc(=O)sc2c1)S(=O)(=O)c1ccccc1	·	-2	-2	-0.1	6
55	COC(=O)CSc1nnc(SCc2ccccc2)s1	·	0	-1	-0.7	-12
56	COc1cccc(/C=C2/SC(=S)N(CCC(=O)N3CCOCC3)C2=O)c1	-0.5	3	3	-3.3	13

No.	BoNT-A LC inh2	GDH-TPI inh	FadD28 FP inh	BoNT F protease
4	0.2	1	-0.6	-2
7	0.5	4	0.1	-8
25	-0.1	0	-3.3	3
27	0.4	2	-1.8	-5
39	-1.4	20	-0.7	-5
41	1.0	5	-3.1	-4
49	0.5	6	-3.3	-5
55	-0.4	4	-1.5	-6
56	-2.5	-4	-0.7	-13

# Assay outcomes: PubChem BioAssay, several laboratories
